Screening data (PubChem BioAssay)
MEP2 TOR yeast: modulators of TOR pathway MEP2-GFP in S. cerevisiae; S. cerevisiae MEP2-GFP strain, flow cytometry GFP, 3 h; 100% = DMSO control level; 330,000 tested, 0.51% active; GFP response vs DMSO, % at 10 µM;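 active = GFP response versus DMSO above a set limit, roughly screen mean plus 3 SD, cut at about 180% in these data; inconclusive = fewer than 70 cells counted for a yeast strain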;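 also: median GFP fluorescence of the barcode-gated MEP2-GFP cells per well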
LAP4-GFP MLPCN: modulators of TOR pathway LAP4-GFP in S. cerevisiae. S. cerevisiae LAP4-GFP multiplex, flow cytometry GFP, 3 h; median GFP as percent of DMSO wells. GFP response vs DMSO, % at 10 µM. 320,000 tested, 0.34% active. AID 2023;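 active = GFP response vs DMSO above a set limit, about the screen mean plus 3 SD, cut at about 150% in these data; inconclusive = under 70 cell events counted for the yeast strain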
procasp3 activ: procaspase-3 (human) activation; P42574; recombinant procaspase-3 D3A, Ac-DEVD-pNA absorbance 405 nm; activation, % at 8.5 µM; 330,000 tested, 0.11% active; AID 463141;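 active = activation above the mean of all tested compounds plus 3 SD, cut at about 21% in these data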;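 also: 0% = DMSO alone and 100% = DMSO wells spiked with extra 5 µM PC-3 D3A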
Target sequence (P42574 whole entry D9A/D28A/D175A): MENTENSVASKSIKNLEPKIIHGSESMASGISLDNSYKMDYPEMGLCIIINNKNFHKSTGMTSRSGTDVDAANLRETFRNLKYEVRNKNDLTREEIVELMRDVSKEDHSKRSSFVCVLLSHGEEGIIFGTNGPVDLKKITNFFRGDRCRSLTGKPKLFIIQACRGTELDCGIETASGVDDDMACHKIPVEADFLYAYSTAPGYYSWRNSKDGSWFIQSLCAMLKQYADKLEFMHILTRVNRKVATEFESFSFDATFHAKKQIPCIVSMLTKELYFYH
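Evaluation: percent activation relative to control range; Material: Procaspase-3 D3A mutant, all three cleavage aspartates alanine; Compound: single dose, 8.5 µM nominal compound, 0.8% DMSO; Replication: one well per compound; Signal: absorbance at 405 nm, 0 and 120 min; Schedule: 1 h preincubation plus 2 h reaction at 25 °C.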
AHR activator: activators of human aryl hydrocarbon receptor | P35869 | 320,000 tested, 2.5% active | AHR-responsive luciferase reporter cells, luminescence | activation, % at 5 µM | AID 2796; in the data active = activation above about 47%;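 also: 0% = vehicle wells and 100% = reference agonist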
procasp7 counter: activates human procaspase-7, counter-screen for procaspase-3 activators; P55210; recombinant procaspase-7, Ac-DEVD-pNA absorbance 405 nm; D23A/D198A/D206A triple mutant, cannot self-cleave; scale: DMSO 0, 5 µM enzyme 100; activation, % at 8.5 µM; 330,000 tested, 0.093% active;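 active = percent activation above the screen-wide mean plus 3 SD, cut at about 25% in these data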
Target sequence (P55210 whole entry D23A/D198A/D206A): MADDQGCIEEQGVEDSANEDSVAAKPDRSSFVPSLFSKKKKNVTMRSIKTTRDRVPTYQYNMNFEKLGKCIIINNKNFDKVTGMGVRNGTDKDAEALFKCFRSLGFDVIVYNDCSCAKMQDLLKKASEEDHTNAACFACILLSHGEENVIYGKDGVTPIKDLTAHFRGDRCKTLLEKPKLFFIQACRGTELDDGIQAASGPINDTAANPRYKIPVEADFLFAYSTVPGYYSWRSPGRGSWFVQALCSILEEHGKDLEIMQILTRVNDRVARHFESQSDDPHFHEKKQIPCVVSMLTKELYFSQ
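System: Uncleavable procaspase-7 mutant enzyme; Amount: 2 µM procaspase-7 mutant as dispensed; Schedule: 1 h compound preincubation, 2 h substrate cleavage, 25 °C; Measured by: 405 nm absorbance of p-nitroaniline; Evaluation: percent activation from buffer-corrected 0–120 min absorbance change; Control set: low DMSO alone, high DMSO plus 5 µM PC-7.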
RPL19A-GFP yeast: modulators of TOR pathway RPL19A-GFP in S. cerevisiae | S. cerevisiae RPL19A-GFP strain, flow cytometry, 3 h; stronger effect = lower value | percent response vs DMSO, % at 10 µM | 330,000 tested, 0.3% active | AID 2025;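 active = percent response vs DMSO below 50%; inconclusive = fewer than 70 events counted for the yeast strain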;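 also: median channel GFP fluorescence of the barcoded RPL19A-GFP strain; ratio of sample median GFP to plate DMSO average so 100% = DMSO; lower means less RPL19A-GFP as with rapamycin TOR inhibition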
JMJD2C inh: blocks human GASC-1 demethylase activity; inhibition, % at 2.35 µM; AID 2099; Q9H3R0; 330,000 tested, 0.069% active; GST-JMJD2C(1-420) H3K9me3 demethylation, DELFIA europium;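 active = more than half of a compound's replicate wells show inhibition beyond 50%, single wells judged on their own value; inconclusive = some, but no more than half, of replicates pass 50% inhibition; inactive = no replicate passes 50% inhibition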;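 also: signal counts dimethyl H3K9 product captured on neutravidin plate; 0% = median of DMSO wells and 100% = 0.3 times that DMSO median; strong numbers were not always called active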
Target sequence (Q9H3R0 1-420 limits assumed): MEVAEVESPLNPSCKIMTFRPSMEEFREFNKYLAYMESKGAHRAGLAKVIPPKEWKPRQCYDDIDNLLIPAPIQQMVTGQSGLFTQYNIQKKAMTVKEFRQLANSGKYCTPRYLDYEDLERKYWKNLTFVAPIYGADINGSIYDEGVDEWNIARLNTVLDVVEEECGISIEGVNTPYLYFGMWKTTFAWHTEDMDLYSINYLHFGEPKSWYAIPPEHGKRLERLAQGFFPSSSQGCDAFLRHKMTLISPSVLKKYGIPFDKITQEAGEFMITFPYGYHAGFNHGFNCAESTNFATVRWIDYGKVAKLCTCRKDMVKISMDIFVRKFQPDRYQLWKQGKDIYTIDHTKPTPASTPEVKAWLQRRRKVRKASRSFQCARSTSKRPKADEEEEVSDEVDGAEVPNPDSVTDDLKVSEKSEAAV
Yeast superoxide: lowers age-related superoxide in aged yeast cells; S. cerevisiae aged cells, superoxide DHE fluorescence; stronger effect = lower value; AID 2690; 330,000 tested, 0.18% active; superoxide response (% of plate mean), % at 10 µM;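 active = superoxide response under a set limit, about three screen SD below normal, cut at about 65% in these data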;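 also: yeast aged for seven days with compound at 30 °C before DHE staining; 100% = average MFI of all compound-treated wells on the plate with controls excluded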
The depositor's hits bear a star; ? = inconclusive; · = no result given; & = joins results of further samples. Compounds were not picked by outcome; about 3.8% have a hit in one of these screens.

SMILES	MEP2 TOR yeast	LAP4-GFP MLPCN	procasp3 activ	AHR activator	procasp7 counter	RPL19A-GFP yeast	JMJD2C inh	Yeast superoxide
COc1ccc(C2Nc3ccccc3C(=O)N2Cc2ccco2)cc1COc1ccc(NC(C)=O)cc1 (stereo not given)	117	101	5	8	-4	103	-2&-3	99
N=c1oc2cc(O)ccc2cc1C(=O)Nc1ccccn1	?	?	-29	6	-32	?	7	99
COc1ccc(NS(=O)(=O)c2cc(NC(=O)Cc3cccs3)ccc2C)cc1	105	89	-7	13	-21	103	26	101
Cc1cccc(NS(=O)(=O)c2cc(C(=O)OC(C)C(=O)NCc3ccc4c(c3)OCO4)ccc2C)c1 (stereo not given)	109	96	18	2	12	107	-9	98
CCOC(=O)N1CCC(NC(=O)Cn2cc3c(n2)CCC(C)C3)CC1 (stereo not given)	110	101	-1	-2	12	97	-3	98
Cc1ccccc1N/C(SCc1ccc(Cl)cc1)=C(/C#N)C(=O)NCc1ccco1	115	108	3	3	13	99	15	89
Cc1ccc(COC(=O)CCN=C2NS(=O)(=O)c3ccccc32)cc1	103	95	-9	-2	6	97	0	96
Clc1ccc(SCCCCn2cncn2)cc1	102	102	3	6	-3	102	5	96
CCOC(=O)c1ccc(S(=O)(=O)Nc2cc(C(=O)O)ccc2Cl)cc1	89	96	1	1	13	96	2	101
COc1ccc(C)cc1-n1nnnc1SCC(=O)c1cc(C)n(Cc2ccco2)c1C	103	92	7	0	6	101	29&20	94
COCCNc1nnc(SCC(=O)Nc2cc(-c3ccccc3)nn2-c2ccccc2)s1	101	94	-5	15	-3	99	-9	100
Cc1cc(C)nc(SCc2csc(-c3ccccc3)n2)n1	107	100	-3	-2	0	101	-4	115
Cc1ccc(C(C)C)c(OCC(=O)Nc2ccccc2N2CCN(C)CC2)c1	103	94	0	12	-8	94	-10	103
O=[N+]([O-])c1ccc(OCC(O)CNCCNc2nccc(C(F)(F)F)n2)cc1 (stereo not given)	108	116	3	0	-2	106	7	108
CC(=O)C1CCCN(C(=O)c2ccc3nc(Cc4cccc(Cl)c4)oc3c2)C1 (stereo not given)	113	88	2	-1	5	108	4	92
Fc1ccccc1CN1CCCN(C(=S)Nc2cccc(Cl)c2)C1	102	107	-4	2	-8	100	11	101
CCOC(=O)c1cnc2c(cnn2C)c1NCCC(O)C(F)(F)F (stereo not given)	106	97	-1	0	-1	100	-1	105
CCCc1nc2ccc(NC(=O)c3cccs3)cc2c(=O)n1Cc1ccc(Cl)cc1	104	91	0	7	-11	105	-14	95
CCOC(=O)c1ccc(N2C(=O)CC(C(=O)OC)=C2C)cc1	93	98	-8	2	-2	95	10	106
O=C(O)CCC(=O)NNC(=O)COc1ccc(Cl)cc1Cl	108	104	-14	1	-7	102	-13	118
CCOC(=O)N1CCN(C(=O)CCC(=O)N2CCOc3ccc(C)cc32)CC1	106	106	9	1	8	108	0	109
CCn1c(=O)c2c(nc3n2CCS3)n(C)c1=O	104	97	0	1	5	103	14	92
CN(/N=C/c1ccccc1)C(=S)c1ccccc1	90	95	-1	-1	4	97	6	102
Cc1ccc(C)c(NC(=O)C2CC(O)CN2C(=O)Oc2ccccc2)c1 (stereo not given)	98	97	-2	1	-5	98	3	92
CC(C)(C)NC(=O)NCc1ccco1	98	103	-12	3	-7	95	2	106
Cc1nc(SC(C)C(=O)NC2CCCCC2C)c2c(C)c(C)sc2n1 (stereo not given)	92	82	7	2	-4	114	-20	103
Cc1ccc(S(=O)(=O)C(CCC(=O)N2CCOCC2)S(=O)(=O)c2ccc(C)cc2)cc1	99	94	5	0	-6	98	4	99
O=S(=O)(c1ccccc1)c1nc(Nc2cccc(O)c2)sc1Cl	136	101	-3	6	-4	100	16	109
O=C1NCCN1Cc1ccccc1	106	111	11	-1	14	102	?	88
CC1CCC(=O)N(CCOc2ccccc2)CC1 (stereo not given)	92	125	4	-6	3	102	9	101
OCCC1CN(Cc2cccc(-n3cccn3)c2)CCN1Cc1ccccc1 (stereo not given)	94	91	3	2	4	95	-4	97
O=C(COc1ccc(Br)cc1F)NC1CCN(Cc2ccccc2)CC1	101	101	-1	1	2	99	6	93
CCn1nc(CC(=O)Nc2ccc(-n3cnnn3)c(OC)c2)c2ccccc2c1=O	96	98	-1	5	6	98	13	110
COc1ccc(OC)c(S(=O)(=O)N2CCC(C(=O)NC3CC3)CC2)c1	99	94	4	2	-1	102	11	102
CCc1ccccc1NC(=O)COC(=O)C1CC(=O)N(c2ccc(F)cc2)C1 (stereo not given)	97	97	-6	2	-3	99	·	100
C=CCOc1ccc(/C(O)=C2/C(=O)C(=O)N(CCCN3CCOCC3)C2c2ccc(OC)cc2)cc1 (stereo not given)	100	99	-11	0	-41	97	9	88
Cc1ccc(S(=O)(=O)n2c3ccc(F)cc3c3nc(C)sc32)cc1	99	107	-2	-2	2	103	10	107
CCOc1ccc(CCNC(=O)CS(=O)(=O)Cc2nc(-c3ccccc3F)oc2C)cc1	95	92	2	-1	-5	102	33	105
CC1(C)CC(NC(=O)c2cccc(S(=O)(=O)Nc3cccc(Cl)c3)c2)CC(C)(C)N1	92	104	9	0	3	94	·	97
CCC1=C(OC(=O)N(CC)CC)N2C(=O)OC(=NCCOC)[C@]2(Cc2ccccc2)[C@H]2C1=CC[C@H]1C(=O)N(C)C(=O)[C@H]12	89	125	4	5	3	91	-1	95
O=C1NC[C@H](Cc2ccccc2)N(CC2CCCCC2)C1=O	98	94	5	1	1	99	9	89
CCCCN(C)C(=O)C1CCN(Cc2ccc(OCc3ccccc3)cc2)CC1	101	102	4	-1	3	99	0	99
COc1ccc(-c2cc3c(=O)n(CC(=O)NCc4ccc(F)cc4)ncn3n2)cc1	104	100	4	0	2	97	53	87
COc1cc(/C=C/c2cc(C(=O)O)c3ccccc3n2)cc(OC)c1O	101	98	-6	0	6	99	7	100
O=C(NNC(=O)c1ccccc1O)c1cccc(Br)c1	115	107	8	6	8	104	5	92
C[C@H](CO)N1C[C@H](C)[C@H](CN(C)Cc2ccc(Oc3ccccc3)cc2)Oc2ccc(NC(=O)Nc3cccc4ccccc34)cc2CC1=O	·	·	10	3	4	·	36	106
O=C(CSc1nnc(CNC(=O)c2ccc(F)cc2)o1)NCCc1ccccc1	119	106	-2	0	-11	102	54	101
Cc1ccc(-c2nnc(SCC(=O)NNC(=O)COc3cccc(C)c3)n2C)cc1	98	98	-2	-1	8	100	0	87
CCOC(=O)CSc1nc(N)c(C#N)c(-c2cccs2)c1C#N	112	112	-4	0	4	108	-1	91
COc1ccc(N2CCN(C(CNC(=O)C(C)(C)C)c3cccnc3)CC2)cc1 (stereo not given)	95	92	2	-1	-7	100	9	70

In another format: results already given
Screens in order – MEP2 TOR yeast	LAP4-GFP MLPCN	procasp3 activ	AHR activator	procasp7 counter	RPL19A-GFP yeast	JMJD2C inh	Yeast superoxide
CCc1ccccc1NC(=O)COC(=O)C1CC(=O)N(c2ccc(F)cc2)C1 (stereo not given)
  97	97	-6	2	-3	99	·	100
C=CCOc1ccc(/C(O)=C2/C(=O)C(=O)N(CCCN3CCOCC3)C2c2ccc(OC)cc2)cc1 (stereo not given)
  100	99	-11	0	-41	97	9	88
Cc1ccc(S(=O)(=O)n2c3ccc(F)cc3c3nc(C)sc32)cc1
  99	107	-2	-2	2	103	10	107
CCOc1ccc(CCNC(=O)CS(=O)(=O)Cc2nc(-c3ccccc3F)oc2C)cc1
  95	92	2	-1	-5	102	33	105
CC1(C)CC(NC(=O)c2cccc(S(=O)(=O)Nc3cccc(Cl)c3)c2)CC(C)(C)N1
  92	104	9	0	3	94	·	97
CCC1=C(OC(=O)N(CC)CC)N2C(=O)OC(=NCCOC)[C@]2(Cc2ccccc2)[C@H]2C1=CC[C@H]1C(=O)N(C)C(=O)[C@H]12
  89	125	4	5	3	91	-1	95
O=C1NC[C@H](Cc2ccccc2)N(CC2CCCCC2)C1=O
  98	94	5	1	1	99	9	89
CCCCN(C)C(=O)C1CCN(Cc2ccc(OCc3ccccc3)cc2)CC1
  101	102	4	-1	3	99	0	99
COc1ccc(-c2cc3c(=O)n(CC(=O)NCc4ccc(F)cc4)ncn3n2)cc1
  104	100	4	0	2	97	53	87
COc1cc(/C=C/c2cc(C(=O)O)c3ccccc3n2)cc(OC)c1O
  101	98	-6	0	6	99	7	100
O=C(NNC(=O)c1ccccc1O)c1cccc(Br)c1
  115	107	8	6	8	104	5	92
C[C@H](CO)N1C[C@H](C)[C@H](CN(C)Cc2ccc(Oc3ccccc3)cc2)Oc2ccc(NC(=O)Nc3cccc4ccccc34)cc2CC1=O
  ·	·	10	3	4	·	36	106
O=C(CSc1nnc(CNC(=O)c2ccc(F)cc2)o1)NCCc1ccccc1
  119	106	-2	0	-11	102	54	101
Cc1ccc(-c2nnc(SCC(=O)NNC(=O)COc3cccc(C)c3)n2C)cc1
  98	98	-2	-1	8	100	0	87
CCOC(=O)CSc1nc(N)c(C#N)c(-c2cccs2)c1C#N
  112	112	-4	0	4	108	-1	91
COc1ccc(N2CCN(C(CNC(=O)C(C)(C)C)c3cccnc3)CC2)cc1 (stereo not given)
  95	92	2	-1	-7	100	9	70

(more compounds)
SMILES	MEP2 TOR yeast	LAP4-GFP MLPCN	procasp3 activ	AHR activator	procasp7 counter	RPL19A-GFP yeast	JMJD2C inh	Yeast superoxide
O=C(COC(=O)c1ccc(C(F)(F)F)cc1)NC(=O)NC1CCCC1	92	103	9	-1	1	94	·	89
O=C(NNS(=O)(=O)c1ccccc1[N+](=O)[O-])c1cccc(Cl)c1	103	101	3	4	-5	105	7	107
CC1(C)Cc2c(sc3c2C2=NCCN2C=N3)CO1	115	96	3	4	6	96	38	89
CC1CC(NC(=O)Cc2ccc(Br)cc2)CC(C)(C)C1 (stereo not given)	100	93	3	2	-2	100	-6	105
COc1ccc(N/C=C(\C#N)S(=O)(=O)c2ccc(Cl)cc2)c(OC)c1	107	89	-1	7	5	106	4	95
COc1ccc(NC(=O)N2CCc3ccccc3C2)cc1	105	90	·	·	·	116	-5	52*
O=C(Nc1cc(Cl)cc(Cl)c1)C(NCCCO)c1ccccc1 (stereo not given)	104	99	1	8	2	105	6	106
Cc1onc(COc2ccccc2O)c1Br	98	101	7	6	8	104	0	97
COC(=O)Cc1c(C)nc2nc(-c3cccnc3)[nH]n2c1=O	107	97	1	1	-6	105	7	111
CNC(=S)N1CCC(NC(=O)C(Cc2ccc(OC)cc2)NC(C)=O)CC1 (stereo not given)	108	98	-1	1	6	107	4	109
CC(=O)Nc1ccc(C(=O)CS(=O)(=O)c2ccc(C)cc2)cc1	105	98	3	8	-5	96	6	102
O=C(NCCN1C(=O)S/C(=C\c2cccs2)C1=O)c1ccc(=O)[nH]c1	109	86	0	2	13	113	-23	114
CCOC(=O)c1nn(-c2ccc3c(c2)OCO3)cc1O	105	101	-1	3	-4	100	2	103
